# Mito fusion yeast = mitochondrial division inhibition or fusion activation. S. cerevisiae fusion-defective mutant growth rescue, CellTiterGlo 48 h. Potency, µM (doses to about 46.1 µM), for the others: at the highest dose growth rescue (activation), actives largely listed as activators. actives 0.23% (n = 320,000);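 also: potency is read from the fitted curve at half-maximal effect; % of control where 0% means no effect; nearly all actives have a fitted effect of over 45% in size; temperature-sensitive fusion mutants such as fzo1-1 at 37 °C on non-fermentable ethanol glycerol medium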
#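 Temperature-sensitive fusion-defective S. cerevisiae (e.g. fzo1-1, mgm1-5) were grown with compound in YPEG medium (3% ethanol, 3% glycerol) for 48 hours at 37C. Growth rescue was measured as viability by CellTiterGlo luminescence after 10 minutes at ambient.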
# MBNL1 CUG block = MBNL1-poly(CUG) RNA binding inhibition; AID 2675; TR-FRET MBNL1-His/biotin-(CUG)12 binding, 665/545 ratio; Q9NR56; Potency, µM (series often up to 57.5 µM), inactives show at the highest dose activity change, negative = inhibition, most hits filed as inhibitors; actives 0.036% (n = 280,000); active = well fitted inhibition curve with a large enough effect in the signal ratio, with a control signal flat, not every such curve was filed as active; inconclusive = small, poorly fitted or top-dose-only effect, or effect the other way, or a change in a side signal; inactive = no such curve, though single readings can be large or run the other way; the % refers to the signal ratio; also: potency is read from the fitted curve at half-maximal effect; % is scaled to controls: 0 for no effect and ±100 for the full control effect
#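 Ratiometric TR-FRET (665 over 545 nm, excitation 340 nm) tracks disruption of MBNL1-His/biotin-(CUG)12 complex after 60 min at room temperature, with compounds at 92 nM to 58 uM final.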
# GALK inh = blocks human galactokinase activity; P51570; Potency, µM (doses to about 57.5 µM), for inactives: at the top dose activity change, negative = inhibition, usual class: inhibitors; Purified GALK, Kinase-Glo residual ATP luminescence; actives 0.007% (n = 270,000); also: potency is read from the fitted curve at half-maximal effect; % is scaled to controls: 0 for no effect and ±100 for the full control effect
#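 ATP-depletion format; final 35 uM ATP, 100 uM D-galactose, 5 nM enzyme; pH 8.0 HEPES/Mg2+ buffer; 60 min RT; luminescence read 10 min after detection reagent.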
# TSHR antagonist = antagonists of human thyroid stimulating hormone receptor; P16473; TSHR-expressing cells, TSH-stimulated cAMP HTRF, 2 h; stronger effect = lower value; activity change, negative = inhibition, % at 11.5 µM; actives 0.2% (n = 330,000); AID 504810;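 active = activity change below a set negative limit, meaning inhibition stronger than a set level, cut at about -70% in these data; inconclusive = activity change between two set negative limits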; also: % is scaled to controls: 0 for no effect and ±100 for the full control effect
#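 TSHR-expressing cells were treated with compounds, then stimulated with TSH at EC80 (4nM final) for 2 hours at 37 deg C. Cellular cAMP was measured by HTRF competition between lysate cAMP and cAMP-d2 for a cryptate-labelled anti-cAMP antibody.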
# USP2a block = USP2a (human) protease inhibition | USP2 core, Ub-CHOP2 coupled fluorogenic reporter, 485/531 | Potency, µM (titrated, usually from 38.3 µM), for the others: top-dose activity change, negative = inhibition, actives largely listed as inhibitors | actives 0.01% (n = 330,000) | O75604;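 also: potency is read from the fitted curve at half-maximal effect; plate controls were DMSO wells for no effect and full inhibition by NEM control for full effect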
#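 Deubiquitinase activity read as fluorescence (485/531 nm) after Ub-CHOP2 cleavage activates the enterokinase reporter on its substrate; USP2 core 10nM, Ub-CHOP2 and substrate 25nM each, 30min compound preincubation then 60min RT; data normalized to NEM, curves fitted.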
# S-ASM inh = human S-ASM enzyme inhibition; P17405; Potency, µM (titrated, usually from 57.5 µM), for inactives: at the top dose activity change, negative = inhibition, most hits filed as inhibitors; placental ASM, HMU-PC fluorogenic substrate, 60 min; actives 0.006% (n = 340,000); also: potency is read from the fitted curve at half-maximal effect
# Target sequence (P17405 47-631 limits assumed): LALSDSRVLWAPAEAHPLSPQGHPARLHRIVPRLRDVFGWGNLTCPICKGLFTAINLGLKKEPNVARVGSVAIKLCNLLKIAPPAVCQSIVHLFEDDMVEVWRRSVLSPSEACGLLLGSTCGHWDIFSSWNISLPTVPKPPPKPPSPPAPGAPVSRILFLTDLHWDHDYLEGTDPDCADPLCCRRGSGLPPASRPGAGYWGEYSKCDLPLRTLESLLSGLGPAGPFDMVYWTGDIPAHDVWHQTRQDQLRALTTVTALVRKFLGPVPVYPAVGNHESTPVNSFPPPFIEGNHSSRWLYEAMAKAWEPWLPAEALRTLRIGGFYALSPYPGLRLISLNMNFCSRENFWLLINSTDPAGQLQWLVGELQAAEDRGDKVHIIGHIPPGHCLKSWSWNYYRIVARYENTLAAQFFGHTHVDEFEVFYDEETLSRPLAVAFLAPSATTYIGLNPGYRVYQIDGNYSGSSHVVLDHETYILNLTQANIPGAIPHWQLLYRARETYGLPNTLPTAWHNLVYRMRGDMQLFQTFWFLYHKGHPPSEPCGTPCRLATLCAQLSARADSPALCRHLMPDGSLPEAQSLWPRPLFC
#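 HMU-PC0 cleavage (9 uM final) by human placental ASM, 60 min at 37 °C following 10 min compound exposure at RT; stopped at pH 10, fluorescence Ex 386/Em 447 nm.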
# Chronic BCR inh = blocks chronic active B-cell receptor signaling | actives 0.05% (n = 340,000) | Potency, µM (series often up to 46.1 µM), for inactives: top-dose ratio change, negative = lower green/red ratio, hits mostly inhibitors | ABC-DLBCL IkBa-CBG/CBR reporter, luminescence ratio, 4 h; active = well fitted inhibition curve with a large enough effect in the signal ratio, with a control signal flat, not every such curve was filed as active; inconclusive = small, poorly fitted or top-dose-only effect, or effect the other way, or a change in a side signal; the % refers to the signal ratio;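 also: potency is read from the fitted curve at half-maximal effect; plate controls were basal doxycycline-induced cells for no effect and cells given 10 µM MG132 for full effect; MG132 reads +100%, hits lower the ratio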
#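 Concentration-response series (up to 46 uM) were applied to TMD8 dual-reporter cells for 4 h at 37C with doxycycline. Green/red ratio, after filter-overlap correction, defined %Activity; red signal alone was normalised to basal cells and zero luminescence.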
# Eya2 phos inh = inhibitors of human Eya2 phosphatase activity; recombinant Eya2, OMFP fluorescence dephosphorylation (OMFP is methylfluorescein phosphate); Potency, µM (titrated, usually from 76.9 µM), for the others: at the highest dose activity, negative = inhibition, hits mostly inhibitors; actives 0.006% (n = 330,000); O00167; also: potency is read from the fitted curve at half-maximal effect; % is scaled to controls: 0 for no effect and ±100 for the full control effect
# Target sequence (O00167 whole entry, looked up): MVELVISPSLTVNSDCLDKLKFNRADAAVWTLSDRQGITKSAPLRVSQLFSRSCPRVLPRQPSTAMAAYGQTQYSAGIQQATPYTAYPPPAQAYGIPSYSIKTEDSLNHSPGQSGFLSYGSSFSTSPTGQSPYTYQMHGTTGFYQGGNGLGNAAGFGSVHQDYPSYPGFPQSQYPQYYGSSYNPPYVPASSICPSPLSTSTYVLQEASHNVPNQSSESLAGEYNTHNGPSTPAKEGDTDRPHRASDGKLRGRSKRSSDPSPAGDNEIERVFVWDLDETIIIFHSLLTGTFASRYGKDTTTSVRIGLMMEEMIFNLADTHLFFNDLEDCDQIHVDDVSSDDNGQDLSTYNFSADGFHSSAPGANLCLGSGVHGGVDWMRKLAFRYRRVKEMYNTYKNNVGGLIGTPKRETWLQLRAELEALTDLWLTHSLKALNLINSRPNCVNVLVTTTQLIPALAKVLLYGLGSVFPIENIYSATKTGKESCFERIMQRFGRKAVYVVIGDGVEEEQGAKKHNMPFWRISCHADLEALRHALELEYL
#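 Eya2 protein (added as 0.2 uM solution) was preincubated with compound for 10 min at ambient temperature in 50 mM HEPES pH 7.5, 50 mM NaCl, 5 uM MgCl2, 0.05% BSA, 1 mM DTT. OMFP (added at 50 uM) then reacted 10 min; fluorescence read at 485/525 nm.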
# KCNH2 WT inh = KCNH2 (human, wildtype) channel inhibition; Q12809; U2OS, BacMam KCNH2, thallium flux FluxOr; stronger effect = lower value; activity change, % at 1.84 µM; actives 0.37% (n = 340,000); AID 720551;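 active = maximum activity change below -70%; inconclusive = maximum activity change between -70% and -50%; inactive = maximum activity change above -50%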; also: % is scaled to controls: 0 for no effect and ±100 for the full control effect
#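 U2OS cells transduced with wild-type KCNH2 virus are loaded with FluxOr dye for 45 min, and thallium flux is measured in kinetic reads before and after stimulation buffer. Rate constants are normalized to DMSO controls.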
# Menin MLL FP TR = inhibitors of human menin-MLL interaction, mutant MLL peptide. O00255. Menin + Texas Red MLL mutant peptide, fluorescence polarization. Potency, µM (highest dose often 61.6 µM), for the others: top-dose FP activity change, negative = inhibition, usual class: inhibitors. actives 0.23% (n = 270,000). AID 1768; active = well fitted inhibition curve with a large enough effect in the polarisation, with a control signal flat, not every such curve was filed as active; inconclusive = small, poorly fitted or top-dose-only effect, or effect the other way, or a change in a side signal; inactive = no such curve, though single readings can be large or run the other way; the % refers to the polarisation; also: potency is read from the fitted curve at half-maximal effect; % of control where 0% means no effect; many of its hits are not listed in these tables
# PKM2 activator = activators of human pyruvate kinase M2; Potency, µM (highest dose often 57.5 µM), inactives show at the top dose activation, hits mostly activators; P14618; actives 0.34% (n = 260,000); purified PKM2, Kinase-Glo ATP luminescence, activation; response scale: 0% is enzyme alone, no compound; also: potency is read from the fitted curve at half-maximal effect; % is scaled to controls: 0 for no effect and ±100 for the full control effect; nearly all actives have a fitted effect of over 55% in size
#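 Purified hPK-M2 (>95%) run at intermediate activity with 0.1 mM ADP and 0.5 mM PEP in 50 mM imidazole pH 7.2, KCl, MgCl2; 1 h room temperature. ATP formed read by Kinase-Glo luminescence; normalized to uninhibited and no-enzyme controls.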
# Numbers without * were called inactive; ? = inconclusive; nt = no result given; [ ] = dose if it differs, or a comment. Unless noted, calls follow the shape of the dose curve; as a rule, active = well fitted curve in the direction sought with a large enough effect; inconclusive = small, poorly fitted or top-dose-only effect, or another doubt; inactive = no such curve, though single readings can be large; an effect the other way counts as inactive or inconclusive. The list is partial, so the mix of outcomes need not match the whole.
SMILES,Mito fusion yeast,MBNL1 CUG block,GALK inh,TSHR antagonist,USP2a block,S-ASM inh,Chronic BCR inh,Eya2 phos inh,KCNH2 WT inh,Menin MLL FP TR,PKM2 activator
COc1ccc(C(C#N)Nc2ccccc2OC)cc1 (stereo unspecified),0%,-3%,-1%,-8,4%,1%,-2%,-33%,9,-8%,-4%
Cc1cc(SCC(=O)NN)c2cc(Br)ccc2n1,0%,20%,2%,-4,-14%,-5%,?,3%,13,nt,6%
COc1ccc(-c2csc3nc[nH]c(=O)c23)cc1,2%,-3%,-1%,-10,-1%,1%,3%,0%,3,-10%,nt
C/C(Cn1nnc([N+](=O)[O-])n1)=N\NC(=O)c1ccc(O)cc1,-11%,?,nt,13,-1%,3%,?,-1%,12,nt,4%
COc1ccc(-c2cc(C(=O)Nc3cc(C)on3)no2)cc1OC,-5%,2%,0%,-6,5%,-2%,4%,-4%,-17,5%,1%
O=C(NCCc1cnc[nH]1)c1cccs1,-8%,3%,-4%,21,0%,-2%,4%,-1%,2,1%,3%
CC1CCC2(CC1)NC(=O)N(CC(=O)N1CCN(C(=O)c3ccco3)CC1)C2=O (stereo unspecified),1%,nt,nt,15,6%,3%,2%,24%,-3,nt,nt
Cc1nn(C)c(C)c1CCC(=O)O,-1%,2%,1%,-27,1%,-3%,9%,-4%,-2,4%,5%
COc1ccccc1CCC(=O)OCC(=O)NC1CCCC1,0%,nt,nt,5,2%,1%,?,-8%,-4,nt,nt
COc1ccccc1C(=O)NC(=O)COC(=O)CCOc1cc(C)ccc1C,-5%,-4%,-4%,-1,3%,-5%,-1%,-1%,-7,138%[activator],1%
Cc1onc(-c2ccccc2)c1C(O)c1ccc(F)cc1 (stereo unspecified),33%,-10%,nt,0,3%,-1%,3%,-20%,2,-4%,nt
O=C(O)c1ccc2c(c1)C(=O)N([C@H](Cc1ccc(O)cc1)C(=O)O)C2=O,-2%,nt,nt,-7,0%,nt,-13%,13%,nt,9%,nt
Nc1nc(N)nc(-c2ccc(Oc3ccccc3)cc2)n1,30%,-1%,-1%,-10,2%,-1%,?,12%,-14,3%,10%
CCCCn1c(NCCN(C)C)nc2c1c(=O)[nH]c(=O)n2C,1%,0%,-1%,8,0%,0%,-1%,-1%,23,-2%,-14%
O=C(COC(=O)c1ccccn1)Nc1ncc(C(F)(F)F)cc1Cl,10%,8%,-1%,-8,-1%,0%,0%,6%,2,-5%,-4%
CCOc1ccc(-n2c(O)c(/C=N/Nc3nnc(C)c(=O)[nH]3)c3ccccc3c2=O)cc1,5%,?,1%,-5,1%,14%,3%,2%,-15,?,0%
O=C(O)CSc1nnc(COc2ccccc2)n1-c1ccccc1,2%,0%,1%,2,2%,1%,5%,4%,-6,20%,0%
Cc1cc([N+](=O)[O-])ccc1NC(=O)CSc1nncn1-c1ccccn1,1%,?,8%,-7,1%,-2%,-7%,7%,12,0%,17%
Cc1cc2c(NC(=O)CC(C)(C)CC(=O)O)cccc2nn1,0%,27%,-2%,0,-1%,3%,7%,-5%,0,nt,-4%
O=C(Nc1ccc(F)c(F)c1)c1ccccc1,3%,nt,nt,-4,-1%,0%,?,-5%,-18,nt,nt
O=C(O)Cc1ccc(NS(=O)(=O)c2ccccc2Br)cc1,0%,-4%,6%,9,-1%,9%,8%,1%,1,10%,0%
O=C(NCc1ccc(F)cc1)C1CCC(=O)N1C1CCCCC1 (stereo unspecified),1%,-14%,0%,-3,1%,-1%,1%,-11%,9,-16%,-5%
Cc1cc(C)n(-c2ccc(NC(=O)C3CCN(Cc4ccccn4)CC3)cc2)n1,-4%,-2%,-1%,26,0%,3%,0%,-1%,4,-19%,nt
CCC(C)C(NC(=O)c1ccc(Cl)cc1)C(=O)O (stereo unspecified),-3%,5%,-2%,1,2%,4%,5%,19%,-6,13%,-3%
CCn1cc(C(=O)OC(C)C(=O)Nc2c(C)n(C)n(-c3ccccc3)c2=O)c(=O)c2ccc(C)nc21 (stereo unspecified),5%,-5%,3%,19,1%,1%,9%,-12%,-4,-4%,-2%
# (next part)
SMILES,Mito fusion yeast,MBNL1 CUG block,GALK inh,TSHR antagonist,USP2a block,S-ASM inh,Chronic BCR inh,Eya2 phos inh,KCNH2 WT inh,Menin MLL FP TR,PKM2 activator
COc1ccc(C)cc1S(=O)(=O)N1CCOCC1,-3%,3%,3%,-4,0%,-2%,-1%,-4%,0,10%,10%
CCCCSC1(SCCCC)N=C(N)C2(C#N)C(c3ccccc3)NC(C)=CC12C#N (stereo unspecified),-1%,0%,1%,0,2%,1%,0%,-9%,4,-14%,0%
CC(=O)c1cccc(NC(=O)C2CCN(C(=O)c3cccs3)CC2)c1,-7%,-3%,14%,-10,-1%,1%,?,3%,-7,-3%,3%
COc1ccc(-c2ccc(SCC(=O)NCC3CCCO3)nn2)cc1OC (stereo unspecified),2%,-15%,0%,2,1%,0%,?,-3%,-10,-2%,2%
Cc1ccc(S(=O)(=O)OCCC2=CC(=O)CCN2Cc2ccccc2)cc1,nt,nt,nt,16,-5%,6%,5%,13%,-2,nt,nt
O=C1CC(c2ccccc2)CC(O)=C1C=NCCN1CCNCC1 (stereo unspecified),1%,13%,3%,8,0%,-15%,0%,-10%[15.4 µM],4,1%,-13%
CC1CCCC(C)N1C(=O)COc1ccc(C(=O)N/N=C/c2ccc(C(=O)O)cc2)cc1 (stereo unspecified),18%,13%,0%,2,0%,3%,?,1%,9,-28%,0%
Nc1c(C(=O)Nc2ccc(S(=O)(=O)N3CCCC3)cc2)sc2nc3cc4c(cc3cc12)CCC4,0%,4%,-4%,-12,8%,0%,19%,-10%,1,0%,3%
COC(=O)c1cn(C(=O)c2cccs2)c2ccccc12,5%,-10%,0%,4,-2%,-6%,-11%,-19%,-9,0%,-5%
CC1(C)COC(c2coc3ccccc3c2=O)OC1,-5%,-7%,4%,-7,2%,4%,3%,0%,-17,-5%,-11%
COc1ccc(C2CC(c3ccc(OC)cc3)n3nc(N)nc3N2)cc1 (stereo unspecified),-4%,-1%,1%,-5,1%,16%,0%,12%,2,6%,-2%
CNS(=O)(=O)c1ccc(NC(=O)C(CCSC)NC(N)=O)cc1 (stereo unspecified),-4%,-5%,-4%,4,0%,4%,5%,4%,-2,14%,-1%
COc1ccc(C)cc1NC(=O)CSc1nnc(-c2cc(C)[nH]n2)n1N,-3%,?,7%,-3,1%,0%,1%,4%,-3,nt,nt
O=P(Cc1ccccc1)(c1ccccc1)c1ccccc1,-16%,-17%,1%,16,-1%,3%,?,-13%,-25,-14%,0%
CCSc1ccccc1C(=O)Nc1nc2ccccc2c(=O)[nH]1,5%,-5%,6%,7,-1%,-3%,?,-24%,-4,0%,1%
CC1(C)CC(=O)c2cc(N=C/C(C(=O)c3ccccc3)=C(\O)c3ccccc3)c(=O)oc2C1,7%,4%,0%,-3,-1%,3%,?,0%,nt,-1%,-1%
O=C(CSc1ccccc1)NCC(c1ccco1)N1CCCCC1 (stereo unspecified),-4%,nt,nt,7,2%,-2%,3%,?,39,nt,nt
O=C(Nc1ccccc1)NC1CCN(CCCN2C(=O)c3ccccc3C2=O)CC1,2%,-2%,12%,6,0%,2%,-1%,2%,55,9%,-3%
CC(C)C(NC(=O)c1ccc(S(=O)(=O)N2CCOCC2)cc1)c1nc2ccccc2[nH]1 (stereo unspecified),0%,-2%,4%,7,2%,-1%,?,-3%,-11,?,3%
CCCCN(CCCC)CCCNC(=O)C1CC(c2ccc(C(F)(F)F)cc2)=NO1 (stereo unspecified),-3%,8%,4%,1,0%,20%,0%,?,53,nt,-6%
CCC(C)(C)NC(=O)C(OC(=O)c1ccco1)c1ccc(OC)cc1 (stereo unspecified),2%,-3%,0%,31,0%,4%,3%,-2%,-15,-3%,-1%
